High-throughput results: PubChem BioAssay, several laboratories
Ba/F3 V617F tox: lowers viability of Ba/F3 cells expressing EpoR and JAK2V617F; ATP luminescence; inhibition, % at 5.6 µM; 220,000 tested, 1.1% active;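 active = inhibition above the campaign mean plus 3 SD over all tested compounds, cut at about 24% in these data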;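 also: cytokine-independent growth of Ba/F3 cells driven by EpoR plus mutant JAK2; 0% = DMSO-treated cells and 100% = JAK inhibitor I control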
NCF1 inh: p47phox (human) inhibition. inhibition, % at 24.7 µM. 220,000 tested, 0.53% active. P14598. p47phox/p22phox peptide binding, fluorescence polarization, 2 h;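 active = inhibition above about 30%, limit read from the data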;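 also: 0% = p47phox with labelled peptide and 100% = labelled peptide alone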
Furin inhibitor: human furin inhibition. P09958. AID 463115. inhibition, % at 30 µM. 220,000 tested, 0.061% active. purified furin, fluorogenic substrate cleavage; in the data active = inhibition above about 25%; also: inactives centre near -15
Tb hexokinase: blocks Trypanosoma brucei hexokinase 1 activity | recombinant TbHK1, G6PDH-coupled NADH A340 | inhibition, % at 10 µM | 220,000 tested, 0.11% active | AID 1430;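 active = inhibition of 50% or more in the single-dose primary screen; inactive = inhibition below 50%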
p97 ATPase inh: inhibitors of human p97 ATPase | recombinant p97 ATPase, Kinase-Glo ATP luminescence, 3 h | inhibition, % at 8 µM | 220,000 tested, 0.42% active | AID 1481; in the data active = inhibition above about 15%;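 also: 0% = DMSO vehicle and 100% = wells lacking enzyme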
Target sequence (P55072 whole entry, looked up): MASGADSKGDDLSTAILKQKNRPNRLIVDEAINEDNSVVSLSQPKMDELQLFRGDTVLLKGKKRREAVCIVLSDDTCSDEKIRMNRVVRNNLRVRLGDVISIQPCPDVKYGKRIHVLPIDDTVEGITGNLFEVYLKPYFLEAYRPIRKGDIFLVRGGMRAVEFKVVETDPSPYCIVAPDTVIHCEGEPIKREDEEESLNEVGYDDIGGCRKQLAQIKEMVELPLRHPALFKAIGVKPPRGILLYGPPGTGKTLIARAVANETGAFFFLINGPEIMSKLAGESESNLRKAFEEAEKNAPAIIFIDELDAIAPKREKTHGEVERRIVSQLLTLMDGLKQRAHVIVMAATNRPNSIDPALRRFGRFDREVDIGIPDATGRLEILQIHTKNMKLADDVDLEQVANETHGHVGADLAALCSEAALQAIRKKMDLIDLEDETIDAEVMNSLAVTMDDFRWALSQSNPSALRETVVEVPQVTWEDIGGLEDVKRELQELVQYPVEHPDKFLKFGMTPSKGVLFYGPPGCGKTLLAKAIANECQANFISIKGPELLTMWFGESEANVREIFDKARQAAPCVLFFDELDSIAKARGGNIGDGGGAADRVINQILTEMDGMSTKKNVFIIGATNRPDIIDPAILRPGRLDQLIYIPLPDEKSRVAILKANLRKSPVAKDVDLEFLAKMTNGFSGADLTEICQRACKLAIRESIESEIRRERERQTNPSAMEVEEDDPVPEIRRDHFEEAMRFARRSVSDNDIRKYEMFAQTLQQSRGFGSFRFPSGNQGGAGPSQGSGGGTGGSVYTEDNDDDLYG
RBBP9 inhibitor: inhibitors of human serine hydrolase RBBP9; recombinant RBBP9, FP-Rh probe fluorescence polarization; inhibition, % at 7.94 µM; 220,000 tested, 0.2% active; O75884;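 active = inhibition above the campaign mean of all tested compounds plus 3 SD, cut at about 14% in these data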;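 also: plate controls were DMSO wells with RBBP9 for no effect and wells lacking RBBP9 protein for full effect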
Target sequence (O75884 whole entry, looked up): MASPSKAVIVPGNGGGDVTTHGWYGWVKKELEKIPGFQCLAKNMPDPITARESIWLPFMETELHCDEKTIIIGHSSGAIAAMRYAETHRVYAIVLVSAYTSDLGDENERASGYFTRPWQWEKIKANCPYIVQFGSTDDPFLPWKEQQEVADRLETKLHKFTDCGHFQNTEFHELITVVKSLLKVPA
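Material: RBBP9 protein. Amount: RBBP9 at 2.5 µM in dispensed solution, before mixing. Schedule: 30 min then 45 min, 25 °C. Medium: Tris buffer pH 8.0, NaCl, Pluronic. Measured by: fluorescence polarization. Measure: percent inhibition from mP, scaled between DMSO and no-protein wells. Replication: one well per compound.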
PPC-1+TRAIL kill: kills PPC-1 cancer cells in the presence of TRAIL. PPC-1 cells + TRAIL, ATPLite viability luminescence. cell killing (% activity), % at 4 µM. 220,000 tested, 0.41% active. AID 1443;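 active = cell killing above 50% in the first pass at 4 µM, then a duplicate retest at 5 µM averaging 50% or more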;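 also: plate controls were cells with TRAIL plus DMSO for no effect and medium-only wells lacking cells for full effect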
BaF3 parental: reduces parental Ba/F3 cell viability, JAK2V617F counter-screen. CellTiter-Glo ATP luminescence. 220,000 tested, 1.1% active. inhibition, % at 5.6 µM;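 active = inhibition above a per-campaign cutoff, the mean inhibition of all tested compounds plus 3 SD, cut at about 27% in these data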;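 also: 0% = DMSO wells and 100% = JAK Inhibitor I control wells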
EP2 antag: inhibitors of human EP2 prostaglandin E2 receptor. 260,000 tested, 0.52% active. P43116. AID 1422. inhibition, % at 25 µM. C6 glioma cells expressing human EP2, cAMP TR-FRET; cells stimulated with saturating PGE2;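 active = percent inhibition above 40 after rounding to a whole number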;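 also: rat C6 glioma host cells with rolipram phosphodiesterase inhibitor present; the protocol text gives 20 µM as final concentration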
* marks the source's active call; other numbers are inactive results; nt = not tested or not shown; & = joins results of further samples; [ ] = dose if it differs, or a comment. The list is partial, so the mix of outcomes need not match the whole.

Under each structure: Ba/F3 V617F tox	NCF1 inh	Furin inhibitor	Tb hexokinase	p97 ATPase inh	RBBP9 inhibitor	PPC-1+TRAIL kill	BaF3 parental	EP2 antag
- O=C(c1cc([N+](=O)[O-])ccc1N1CCOCC1)N1CCCC1
→ 5	-4	-5	-13	0	1	24	4	11
- COc1ccc(C(=O)N2CC3(CC(c4cccc(NC(=O)CC(c5ccccc5)c5ccccc5)c4)=NO3)C[C@H]2C(N)=O)cc1 (stereo partly specified)
→ nt	-24	-24	-20	nt	nt	13	nt	0
- COc1cccc(N2CCN(S(=O)(=O)c3ccc4nc(-c5ccccc5)[nH]c4c3)CC2)c1
→ 1	5	-11[20 µM]	-13	9	1	0	6	18
- O=C1C2C3C=CC(C3)C2C(=O)N1c1cccnc1 (stereo unspecified)
→ -3	-2	-3[20 µM]	0	1	-7	0	1	17
- O=c1cc(N2CCOCC2)[nH]c(=O)n1Cc1ccc(F)cc1
→ -3	1	-32	-5	-1	-5	10	7	9
- COc1cccc(Nc2nc3ccc(OC)cc3s2)c1
→ -4	-3	-22	-2	3	-7	5	-1	4
- COc1ccc(C)cc1S(=O)(=O)Nc1ccncc1
→ -4	7	-18	2	2	-7	11	3	8&4
- Cc1cccc(OCc2nnc(SCC(=O)Nc3sc(C)c(C)c3C#N)n2C)c1
→ 4	-5	-4	4	-8	-11	-5	1	5
- CC(=O)c1ccccc1OCCCN1CCCCC1
→ 3	2	-4	0	-6	-4	8	1	7
- COc1ccc(CC(=O)NNC(=O)COc2ccc(Br)cc2C)cc1OC
→ -3	-1	-18	-3	2	-1	13	0	8
- CCc1cc[n+](-c2nc3ccccc3nc2C(=C=[N-])C#N)cc1
→ -3	-9	-8[20 µM]	-1	0	-1	1	6	5
- O=C(Nc1cccc(Cl)c1)N1CCN(C/C=C/c2ccccc2)CC1
→ 2	-9	-11	2	-6	-5	2	6	9
- Cc1ccc(NC(=O)C(C)OC(=O)CCNS(=O)(=O)c2ccc(C)cc2)cc1 (stereo unspecified)
→ 0	-6	-4	31	2	1	32	8	9
- O=C(OCC(=O)c1cccs1)c1ccc([N+](=O)[O-])o1
→ 5	-9	-12	-7	1	5	16	11	8
- O=C(COC(=O)c1ccc(S(=O)(=O)N2CCCC2)cc1)Nc1ccc(F)cc1F
→ 2	-14	-17	-4	-5	-9	8	-2	4
- COc1ccc(NC(=S)N(CCCN2CCOCC2)C(C)c2cc3ccccc3o2)cc1 (stereo unspecified)
→ -1	-4	-21	-9	-2	0	10	4	3
- C=CCNC(=S)NNC(=O)C(CCCC)CC(C)(C)O (stereo unspecified)
→ -4	0	-20[20 µM]	3	2	8	20	3	9
- COc1ccc(NS(=O)(=O)c2cccc(C(=O)N/N=C/c3cn(-c4ccccc4)nc3-c3ccccc3)c2)cc1
→ -5	-14	-30	-32	6	-15	38	-7	3
- COc1ccc(C(=O)NCc2ccc(Cl)c(Cl)c2)cc1OC
→ -2	-16	-20	-12	0	-4	24	4	12
- O=C(Nc1nccs1)c1c(O)c2cccc3c2n(c1=O)CCC3
→ -2	3	9[20 µM]	-42	4	-4	0	4	12
- CCCCCN1C2=NCCN2c2ccccc21
→ 0	-11	-13[20 µM]	-2	-4	-6	-7	3	10
- Cc1nn(-c2ccccc2)c(C)c1NC(=O)COc1ccc(F)cc1Cl
→ 0	-8	-4	20	3	-1	16	5	8
- CCOC(=O)C1(CCCc2ccccc2)CCN(C(=O)[C@@H]2C[C@@H](C)NC(=S)N2)CC1
→ -5	-8	-17	-10	3	3	2	1	3
- CCCCCCSc1nc(O)c(C2OC(=O)c3c2ccc(OC)c3OC)c(=O)n1-c1ccccc1 (stereo unspecified)
→ -2	-11	-23[20 µM]	24	1	-4	-4	4	14
- Cc1ccc2c(c1)C(c1ccncc1)=NNC(c1ccccc1)=N2
→ -4	-5	-1	-3	6	0	14	1	7
- Nc1ccn(-c2ncc(C(F)(F)F)cc2Cl)c(=O)n1
→ 2	-28	-21	-2	1	6	10	12	8
- COC(=O)COc1ccc(S(=O)(=O)Nc2ccc3c(c2)OCCO3)cc1Cl
→ -4	-12	-10[20 µM]	5	0	1	11	0	7
- CCN1CCN(c2ccc(NC(=O)c3ccc4c(c3)[nH]c(=O)n4Cc3ccc(F)cc3)cc2)CC1
→ 0	-13	-9	3	-4	-4	10	3	6
- Cc1ccc2c(c1)cc(CN(C(=O)N1CCOCC1)C1CCCC1)c1nnnn12
→ 3	nt	-21	-3	2	-1	4	9	1
- CCC(=O)N1CCN(c2ccccc2NC(=O)COc2ccccc2Cl)CC1
→ 7	-17	-6[20 µM]	0	-18	-5	8	9	10
- CCNc1ccc(Br)cc(C(=O)/C=C/c2ccc(Cl)cc2)c1=O
→ -4	-7	-17	0	8	0	15	-2	11
- COc1ccc(CC2S/C(=N/N=C/c3ccccc3O)NC2=O)cc1 (stereo unspecified)
→ 1	-9	-23	-39	2	-6	18	2	17
- CCn1c(Cc2ccc(OC)cc2)nnc1SCC(=O)Nc1nc2ccccc2s1
→ 0	-2	-2[20 µM]	-4	-4	0	7	3	11
- CCc1nc(SCC(=O)NCCc2ccccc2)n[nH]1
→ 0	-9	-27[20 µM]	3	5	-2	33	1	11
- COC(=O)c1ccccc1OCCN1CCCCCC1
→ -3	-4	-13	0	-1	2	16	3	9
- O=C(NCc1ccco1)c1ccc2c(c1)C(=O)c1ccccc1-2
→ -2	-8	-8[20 µM]	13	4	4	22	-1	8
- Cc1ccc(N2CCN(S(=O)(=O)N3CCCCC3)CC2)cc1Cl
→ -2	0	-14	27	1	-1	14	-1	4
- O=C(OCC#CCSc1nnc(-c2ccccc2)o1)c1cccs1
→ 3	-5	-6[20 µM]	6	-8	-14	-3	2	3
- CCCCOP(=O)(c1ccc(N(C)C)cc1)C(Nc1ccccc1)c1ccccc1 (stereo unspecified)
→ 4	-3	16	1	-10	-8	17	4	8
- CC(C)(C)C(=O)OCc1nc(-c2ccc(Cl)cc2)cs1
→ -5	-10	-3	-4	0	5	20	0	13

Next part, overlapping the part above by 2 compounds.
Under each structure: Ba/F3 V617F tox	NCF1 inh	Furin inhibitor	Tb hexokinase	p97 ATPase inh	RBBP9 inhibitor	PPC-1+TRAIL kill	BaF3 parental	EP2 antag
- CCCCOP(=O)(c1ccc(N(C)C)cc1)C(Nc1ccccc1)c1ccccc1 (stereo unspecified)
→ 4	-3	16	1	-10	-8	17	4	8
- CC(C)(C)C(=O)OCc1nc(-c2ccc(Cl)cc2)cs1
→ -5	-10	-3	-4	0	5	20	0	13
- Cc1ccc(C(=O)Nc2ccc(Cl)cc2C(F)(F)F)c(Cl)c1
→ 1	-2	-9	-5	-5	-8	7	2	8
- Cc1[nH]n(S(=O)(=O)Cc2ccccc2)c(=O)c1N=Nc1ccccc1Cl
→ 1	-12	-28	1	2	-1	-24	6	5
- O=C(c1ccco1)N1CCN(S(=O)(=O)c2cccc([N+](=O)[O-])c2)CC1
→ 1	-12	-30	-3	4	5	-4	8	11
- CC1Cc2ccccc2N1CC(=O)Nc1ccc2c(c1)OC(F)(F)O2 (stereo unspecified)
→ -1	-16	5[20 µM]	-3	-5	-2	17	4	5
- Cc1ccc(C2CC(=O)Nc3cc4c(cc32)OCCO4)s1 (stereo unspecified)
→ -5	0	13[20 µM]	0	6	-8	5	2	6
- COc1ccc(C2CC(=O)N(C)c3ccccc3S2)cc1OC (stereo unspecified)
→ 4	3	-9	5	-2	-5	-5	-1	4
- O=C(Cn1nnc2ccccc21)N/N=C\C=C\c1ccccc1
→ -3	1	-13	-10	1	-10	11	2	2
- CCOC(=O)N1CCN(C(=O)c2cccn3c(=O)c4c5c(sc4nc23)CCCC5)CC1
→ 0	-13	-26	-5	0	-4	19	6	11
- Cn1c(SCc2ccccn2)nc2c1c(=O)[nH]c(=O)n2C
→ -2	-2	-17	-6	4	4	1	-2	4
- CCn1cc(C(=O)NCC2CCCO2)c(=O)c2cc(S(=O)(=O)N(C)C)ccc21 (stereo unspecified)
→ -3	-1	-7	-26	-2	-4	nt	0	4
- O=C(O)CCC(=O)N1N=C(c2c(-c3ccccc3)c3cc(Cl)ccc3[nH]c2=O)CC1c1ccccc1 (stereo unspecified)
→ -2	-6	-24	-10	9	-1	11	-3	4
- CC1CCCCN1C(=O)CSc1nc(-c2ccccc2)cn1N (stereo unspecified)
→ 0	-7	-33	6	1	-3	17	5	3
- O=C(/C=C/c1ccc(F)cc1)NC(=S)N1CCN(c2ccccn2)CC1
→ -3	-10	-16	-6	6	-4	11	-1	9
- COc1ccc(/C=N/NC(=O)CC(=O)NCc2cccnc2)c(OC)c1
→ -3	13	5	-1	1	-5	18	1	8
- COc1ccccc1CC(=O)O/N=C(\N)c1ccccn1
→ 1	-1	-17	10	-5	-13	17	3	9
- Cc1cc2ccc(C)c(C)c2nc1SCC(=O)c1cccs1
→ -3	-14	-20[20 µM]	2	3	-9	4	3	8&3
- CN(c1ccccc1C(=O)NC1CCCCC1)S(=O)(=O)c1ccccc1
→ -1	0	-27	-13	0	-7	8	2	7
- COC(=O)CNS(=O)(=O)c1ccc(OC)cc1
→ 1	-4	-16[20 µM]	-1	2	0	26	3	4
- Cc1cc(C)n(C(=O)CSc2ccc(Cl)cc2)n1
→ -4	8	-23	1	0	-2	-2	-1	7
- COC(=O)CN1C(=S)N(c2ccc(F)cc2)C(=O)C1CC(=O)Nc1ccccc1 (stereo unspecified)
→ 2	5	-33	0	0	-13	-2	7	9
- O=C1CNC(=O)/C(=C/c2cccs2)N1
→ 4	-8	-1	-25	0	-10	0	7	0
- O=C(CSc1n[nH]c(-c2ccccc2)n1)NCc1cccc(C(=O)O)c1
→ 1	5	-20	4	0	-4	-4	6	6
- CC1=CC2=NC(=O)/C(=C\c3cccn3CCOc3cc(C)cc(C)c3)C(=N)N2O1
→ 5	-36	5	-1	-4	-23	10	8	3
- COc1ccc(C2(c3ccc(OC(C)=O)cc3OC(C)=O)CC(c3ccccc3)NC(=S)N2)cc1 (stereo unspecified)
→ 4	2	-28	1	0	2	-7	10	6
- CCN(C(=O)CN1CCN(c2ccccc2O)CC1)c1c(N)n(Cc2ccccc2)c(=O)[nH]c1=O
→ 1	-5	-23[20 µM]	-5	4	-2	4	6	13
- CCn1c(=O)n(CC)c2cc(S(N)(=O)=O)c(C)cc21
→ -2	-5	-16[20 µM]	0	5	-6	14	2	7
- Cc1cc(-c2nnco2)c(C)n1-c1ccccc1
→ -1	-10	-31	-5	1	0	24	-2	17
- COc1ccc(/C=N\NC(=O)CCc2c(C)n[nH]c2C)c(OC)c1OC
→ 0	-11	-20	3	4	1	5	9	8
- CCOc1ccc(CCNS(=O)(=O)c2ccc3c(c2)NC(=O)CC(=O)N3)cc1OCC
→ -4	-2	-23	1	3	-9	25	-5	8
- Brc1ccc(-c2nc(-c3cccnc3)no2)o1
→ -3	-3	-15	18	10	0	0	-2	15
- CNc1oc(Cc2cccc3ccccc23)nc1C#N
→ 0	-29	-15	2	4	-7	-6	9	3
- COc1cc(N)ccc1NC(=O)c1cccs1
→ 0	-1	-13[20 µM]	-9	0	-2	-1[5 µM]	5	11
- Cc1nn(-c2ccccc2)c(Cl)c1/C=N/Nc1nc2ccccc2[nH]1
→ 1	-15	-21	-10	2	-7	30	1	7
- CCOC(=O)c1sc2nc(N3CCOCC3)c3c(c2c1N)CCC3
→ -2	-4	-41	-32	-2	-4	12	1	8
- COCC(C)NC(=O)c1cc(-c2ccc(O)cc2)on1 (stereo unspecified)
→ 2	-10	-10	-18	-1	-1	18	-1	9
